IL1B secr inh = qHTS for Inhibitors of Inflammasome Signaling: IL-1-beta AlphaLISA Primary Screen; THP-1 LPS/ATP IL-1B secretion, AlphaLISA, 16 h; stronger effect = lower value; activity change, % at 57.5 µM; 4.7% of 360,000 active; in the data active = activity change below about -50%; inconclusive = mostly about -30% to -49%; also: % is scaled to controls: 0 for no effect and ±100 for the full control effect
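THP-1 cells pretreated 1 hr with compounds (up to 57.5 uM final), then stimulated with LPS (250 ng/mL final) plus ATP (1.25 mM final); secreted IL-1B measured by AlphaLISA after 16 hr, decreased signal indicating inhibition.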
KB-3-1 cytotox = qHTS assay for MDR1-selective chemotherapeutics: Primary screen using the parental adenocarcinoma cell KB-3-1; Potency, µM (titrated, usually from 46.1 µM), inactives show top-dose activity change, negative = cytotoxic, usual class: cytotoxic; KB-3-1 viability, CellTiter-Glo ATP luminescence, 72 h; 1.4% of 400,000 active; AID 1347075, 2019; also: potency is read from the fitted curve at half-maximal effect; % is scaled to controls: 0 for no effect and ±100 for the full control effect; nearly all actives have a fitted effect of over 60% in size
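Multi-concentration cytotoxicity screen in KB-3-1 cells grown in DMEM lacking phenol red with 10% FBS. After 72 h at 37 °C with compound, ATP-dependent luminescence was recorded.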
ATXN2 expr inh = Primary qHTS for Inhibitors of ATXN expression; Potency, µM (series often up to 57 µM), for the others: at the top dose activity change, negative = inhibition, usual class: inhibitors; AID 1745845, 2022; HEK-293 ATXN2-luciferase reporter, luminescence, 24 h; 0.72% of 360,000 active; also: potency is read from the fitted curve at half-maximal effect; % is scaled to controls: 0 for no effect and ±100 for the full control effect; nearly all actives have a fitted effect of over 55% in size
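qHTS (up to 57 uM final) was run with 24 h compound exposure of reporter cells at 37 °C. Each well was multiplexed: SteadyGlo luminescence measured ATXN2-luciferase expression after a fluorogenic Gly-Phe-AFC viability readout (25 uM final).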
KB-V1 MDR tox = qHTS assay for MDR1-selective chemotherapeutics: Primary screen using the drug-selected MDR subline cells KB-V1; KB-V1 MDR cells viability, CellTiter-Glo, 72 h; Potency, µM (doses to about 46.1 µM), for inactives: at the highest dose activity change, negative = cytotoxicity, hits mostly cytotoxic; 3.4% of 400,000 active; also: potency is read from the fitted curve at half-maximal effect; % is scaled to controls: 0 for no effect and ±100 for the full control effect; nearly all actives have a fitted effect of over 60% in size
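Luminescent ATP read-out (CellTiter-Glo, 10 min) measures survival of drug-selected KB-V1 MDR cells after 72 h, 37 degrees C compound exposure. Medium: phenol-red-free DMEM, 10% FBS. Values from fitted concentration-response curves.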
WRN inhibitor = qHTS for Inhibitors of WRN Helicase; WRN helicase unwinding, fluorescent forked duplex, kinetic; Bifunctional 3'-5' exonuclease/ATP-dependent helicase WRN (Homo sapiens), Q14191; 0.46% of 360,000 active; Potency, µM (highest dose often 114 µM), for inactives: top-dose activity change, negative = inhibition, actives largely listed as inhibitors; also: potency is read from the fitted curve at half-maximal effect; % is scaled to controls: 0 for no effect and ±100 for the full control effect; nearly all actives have a fitted effect of over 55% in size
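Kinetic fluorescence helicase assay: unwinding of a quenched forked DNA duplex (100 nM final) with 2 mM ATP final raises red fluorescence (525/598 nm). Compounds sat 15 min at room temperature with 20 nM WRN beforehand.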
HT1080 IDH1KD tx = qHTS for induction of synthetic lethality in tumor cells producing 2HG: qHTS for the HT-1080-IDH1KD cell line; HT-1080 IDH1 knockdown viability, ATP luminescence, 48 h; 2% of 360,000 active; Potency, µM (top dose mostly 46.1 µM), inactives show at the highest dose activity, negative = toxicity, most hits filed as cytotoxic;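 also: potency is read from the fitted curve at half-maximal effect; 0% = DMSO wells and -100% = cell-free medium wells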
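Cytotoxicity counter-line: IDH1KD HT-1080, 48 h, CellTiter-Glo. Curves classed by r2, magnitude and activity.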
MCF10A rereplic = A quantitative high throughput screen for small molecules that induce DNA re-replication in MCF 10a normal breast cells. MCF 10A DNA re-replication, Hoechst nuclear intensity, 48 h. Potency, µM (top dose mostly 46.1 µM), for inactives: top-dose activity, positive = re-replication, actives largely listed as activators. 2.9% of 350,000 active. AID 624296, 2012; also: potency is read from the fitted curve at half-maximal effect; % of control where 0% means no effect; nearly all actives have a fitted effect of over 50% in size
HT1080NT lethal = qHTS for induction of synthetic lethality in tumor cells producing 2HG: qHTS for the HT-1080-NT fibrosarcoma cell line | HT-1080-NT fibrosarcoma viability, CellTiter-Glo ATP luminescence, 48 h | Potency, µM (top dose mostly 46.1 µM), for the others: top-dose activity, negative = less viability, usual class: cytotoxic | 1.6% of 360,000 active;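 also: NT is the 2HG producing partner of a matched IDH1 knockdown line; potency is read from the fitted curve at half-maximal effect; 0% = DMSO-treated cells and -100% = media-only wells without cells; nearly all actives have a fitted effect of over 55% in size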
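Read-out is CellTiter-Glo luminescence after 10 minutes at room temperature, following 48 hours' compound treatment of HT-1080-NT cells (750 cells/well, RPMI, 5% FBS, 37 degrees C).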
SW480 rereplic = A quantitative high throughput screen for small molecules that induce DNA re-replication in SW480 colon adenocarcinoma cells; SW480 DNA re-replication, Hoechst DNA content imaging, 48 h; 1.8% of 340,000 active; Potency, µM (highest dose often 46.1 µM), inactives show at the highest dose re-replication activation, most hits filed as activators; AID 624297, 2012; also: potency is read from the fitted curve at half-maximal effect; % of control where 0% means no effect; nearly all actives have a fitted effect of over 55% in size
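250 cells/well; 23 nL cpd via pin tool; 48 hr, 37 C, 5% CO2; Hoechst 40 min; imager read of total nuclear intensity, ex 405/em 500-530 nm.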
Numbers without * were called inactive; ? = inconclusive; . = no result given; & = joins results of further samples; [ ] = remark or other dose. Unless noted, calls follow the shape of the dose curve; as a rule, active = well fitted curve in the direction sought with a large enough effect; inconclusive = small, poorly fitted or top-dose-only effect, or another doubt; inactive = no such curve, though single readings can be large; an effect the other way counts as inactive or inconclusive.

SMILES | HT1080NT lethal | IL1B secr inh | KB-V1 MDR tox | MCF10A rereplic | HT1080 IDH1KD tx | ATXN2 expr inh | WRN inhibitor | KB-3-1 cytotox | SW480 rereplic
CCN(CC)CCNC(=O)c1ccc(NC(=O)Cc2ccccc2F)cc1 | -8% | 0 | 4% | ? | -4% | -32% | 13% | -6% | 1%
Cc1c(C(=O)NCc2ccc3c(c2)OCO3)sc(=O)n1Cc1ccc(S(=O)(=O)N(C)C)cc1 | -22% | -25 | 2.9µM* | . | ? | -32% | -5%[57.1 µM] | ? | .
CC(NC(=O)C1CCC(C(=O)NC(C)c2ccccc2)CC1)c1ccccc1 (centres undefined) | 14% | 46 | 0% | -2% | 12% | -1% | -4% | -4% | -24%
C#CCO[C@@H]1C[C@H](n2cnc3c(NC(=O)c4ccccc4)ncnc32)O[C@@H]1CO | 4% | 0 | -19% | -11% | 8% | 5% | 3% | 0% | 7%
COc1ccccc1-c1nnc(NC(=O)c2ccc(S(=O)(=O)N3CCOCC3)cc2)o1 | -5% | 9 | ? | ? | -4% | ? | 0% | ? | ?
CC(C)OC(=O)CC(=O)CSc1nc2c(cc1C#N)CCCCCC2 | -1% | 27 | 12% | ? | 10% | 4% | -9% | -1% | 15%
Cc1cccc(C)c1NC(=O)c1ccc2sc([C@@H]3O[C@H](CO)[C@H](O)[C@H](O)[C@H]3O)nc2c1 | 18% | -20 | -8% | . | 25% | 6% | 7%[57.1 µM] | 10% | .
CC(C)(C)n1nnnc1C(c1cccs1)N(Cc1cccnc1)CC1CCCO1 (centres undefined) | 3% | -10 | -16% | -1% | 0% | -10% | 2% | ? | 1%
O=C(CCCC(=O)N(c1ccc2c(c1)OCCO2)C(C(=O)NC1CCCCC1)c1ccc(F)cc1)Nc1ccccn1 (centres undefined) | 2% | 24 | 9% | -2% | 16% | -6% | -5% | 6% | 3%
c1ccc(-c2cc(-c3ccccc3)on2)cc1 | 3% | 29 | -2% | 7% | 24% | 185%[activator] | -3% | 20% | 3%
COc1ccc2c(c1)cc(C)c1nnc(SCC(=O)N3CCN(C(=O)c4ccco4)CC3)n12 | 2% | -13 | -18% | -5% | 7% | -9% | -6% | 9% | -10%
OC[C@@H]1CN(Cc2ccc3c(c2)OCO3)C[C@H](n2cnc3c(NC4CC4)ncnc32)O1 | 17% | -21 | 4% | . | 10% | 15% | 2% | 0% | .
O=C(NCC1CCCO1)c1ccc2c(c1)N(Cc1ccc(F)cc1)CCS2 (centres undefined) | 5% | -7 | 10% | -4% | 0% | . | -1% | -1% | -8%
CN(Cc1ccccc1)S(=O)(=O)c1nnc(NC(=O)c2ccccc2)s1 | -10% | -7 | 5% | 16% | -5% | -3% | 7% | 0% | -22%
CCOc1ccccc1NC(=O)C1Cc2ccccc2CN1S(C)(=O)=O (centres undefined) | -5% | 21 | -3% | 3% | -8% | -8% | -4% | 0% | 10%
O=C(COC(=O)c1ccccc1Br)NCC1CCCO1 (centres undefined) | 6% | -6 | ? | 1% | 4% | 19% | -2% | 10% | -12%
CSc1cccc(NC(=O)c2nnn(Cc3ccccc3)c2N)c1 | 4% | -8 | -20% | -121%[0.0737 µM] | -30% | 23% | -5% | -1% | 4%
CC1=C(c2ccccc2)SC2=NCCN21 | -8% | 17 | -3% | -1% | -7% | 2% | -13% | -11% | 1%
COc1cc2c3nnc(-c4ccc(F)cc4)c-3cn(Cc3ccccc3)c2cc1OC | -4% | -95* | -9% | ? | ? | 16µM* | -5% | ? | ?
O=C(NCCCc1ccccc1)c1ccc(CS(=O)Cc2ccc(Cl)cc2)o1 (centres undefined) | 1% | 10 | 12% | -1% | 0% | . | 2% | -4% | -3%
Cn1c(=O)c2c(nc(CN3CCN(CCO)CC3)n2Cc2cccc3ccccc23)n(C)c1=O | ? | 39 | -16% | -1% | -27% | ? | -3% | 3% | 4%
CN(C)CCCN(C(=O)c1ccc(Cl)s1)c1nc2cc3c(cc2s1)OCO3 | 18µM* | -98* | 3% | ? | ? | ? | -2% | -3% | ?
COc1ccc(OCC(=O)NNC(=O)Cc2coc3cc(OC)ccc23)cc1 | -2% | -10 | 4% | 3% | -1% | 4% | 6% | -1% | 1%
O=C1c2ccccc2C(=O)N1CCCCc1cn(C[C@H]2CC[C@H](Cn3cc(CCCCN4C(=O)c5ccccc5C4=O)nn3)O2)nn1 | 3% | -7 | ? | 4% | 2% | -34% | -1% | 6% | 7%
COc1ccccc1N1CCN(c2cc(=O)n(-c3ccccc3Cl)c(=O)[nH]2)CC1 | 4% | 28 | ? | ? | -25% | 1% | -3% | ? | 12%
Cc1nc(N2CCC(C(N)=O)CC2)c2nnn(Cc3ccccc3)c2n1 | 3% | 16 | 4% | 0% | -1% | -21% | 6% | 11% | -10%
COc1ccccc1-c1nn(Cc2ccccc2)cc1C(=O)N1CCN(c2ncccn2)CC1 | -15% | 1 | ? | 13% | -26% | 1% | -13% | ? | ?
Cc1n[nH]c(=S)n1/N=C/c1ccc(-c2ccccc2[N+](=O)[O-])o1 | ? | 8 | ? | ? | 0%[9.24 µM] | 9% | 0% | ? | -2%
Cc1ccc(C)c(NC(=O)C2C(c3ccccc3)C2(Cl)Cl)c1 (centres undefined) | ? | 6 | ? | 2% | 2%[9.24 µM] | -4% | -6%[57.1 µM] | -23% | -5%
Cc1ccc(Nc2ncccc2C(=O)O)cc1C | 1% | 20 | -12% | 5%&-3% | -2% | 28% | 1% | 0% | -31%&-4%[inhibitor]

Next section, overlapping the part above by 2 compounds.
SMILES | HT1080NT lethal | IL1B secr inh | KB-V1 MDR tox | MCF10A rereplic | HT1080 IDH1KD tx | ATXN2 expr inh | WRN inhibitor | KB-3-1 cytotox | SW480 rereplic
Cc1ccc(C)c(NC(=O)C2C(c3ccccc3)C2(Cl)Cl)c1 (centres undefined) | ? | 6 | ? | 2% | 2%[9.24 µM] | -4% | -6%[57.1 µM] | -23% | -5%
Cc1ccc(Nc2ncccc2C(=O)O)cc1C | 1% | 20 | -12% | 5%&-3% | -2% | 28% | 1% | 0% | -31%&-4%[inhibitor]
C[C@H](CO)N1C[C@H](C)[C@@H](CN(C)C(=O)Oc2ccccc2)OCc2cn(nn2)CCCC1=O | 1% | 8 | 0% | . | -1% | 11% | -8% | 22% | .
Cc1cc(C(=O)Nc2c(C)nn(Cc3c(Cl)cccc3Cl)c2C)no1 | ? | 31 | 9.2µM* | -4% | ? | 81%[activator] | -4% | -25% | -1%
O=C(NCc1ccccc1)C1c2ccccc2OCC(=O)N1C1CC1 (centres undefined) | 21% | -1 | 11% | . | 6% | 11% | -1% | 7% | .
O=C(Nc1c(C(=O)Nc2ccccc2)cnn1-c1ccccc1)c1ccco1 | 0% | 12 | ? | -1% | -3% | 1% | -5% | -9% | -31%[inhibitor]
CC(=O)Nc1ccc(S(=O)(=O)N2C3CCCC2CC(NC(=O)C2CCCCC2)C3)cc1 (centres undefined) | -8% | 0 | -14% | 1% | -27% | 0% | 8% | 0% | 0%
Nc1ccc(S(=O)(=O)Nc2nccc(/C=C/c3ccc([N+](=O)[O-])cc3)n2)cc1 | -16% | ? | 4% | -10% | -21% | -27% | -7%[57.1 µM] | 0% | 7%
CN1CCN(C(c2ccccc2)c2ccc(Cl)cc2)CC1 (centres undefined) | ? | -61* | ? | -25% | ? | ? | -1% | -3% | ?
O=C(CN1C(=O)S/C(=C/c2cccnc2)C1=O)N1CCOCC1 | 9% | 9 | 2% | 9% | 0% | 2% | 4% | 0% | 4%
C(/C=C/c1ccco1)=N/N1CCN(c2ccccc2)CC1 | 10% | ? | -25% | -2% | 14% | 58%[activator] | -33%[57.1 µM] | -4% | 4%
COc1ccc(C2N(C(=O)N3CCOCC3)CCN2S(=O)(=O)c2ccc(C)cc2)cc1 (centres undefined) | 7% | 38 | ? | -10% | -1% | 3% | -8% | 4% | 7%
Cc1nnc(NC(=O)CC(NC(=O)C(F)(F)F)c2ccccc2)s1 (centres undefined) | 21% | -2 | -7% | 2% | 1% | -14%[11.3 µM] | -24%[57.1 µM] | -11% | 4%
O=C(O)CCCCCn1c(SCc2cc(=O)n3cc(Cl)ccc3n2)nc2ccsc2c1=O | ? | 29 | 3% | -38%[inhibitor] | -28% | -10% | -13% | 10% | -6%
COC(=O)c1ccc2c(c1)N(C)CCS2 | 17% | 3 | ? | -6% | 15% | 3% | 3% | 22% | -2%
CSc1c(CC(=O)NCCCO)n(Cc2ccccc2)c2ccccc12 | -9% | -13 | -2% | 48% | -1% | 89%[activator] | 1% | -7% | ?
C[C@H](CO)N1C[C@H](C)[C@@H](CN(C)S(=O)(=O)c2ccccc2)Oc2ccc(NC(=O)CCC(F)(F)F)cc2C1=O | 4% | -16 | 0% | -12% | 13% | -4% | -11% | -6% | -8%
CC1CCN(S(=O)(=O)c2ccc3c(c2)N(CC(=O)NCCCN2CCCCC2)C(=O)CS3)CC1 | 16% | ? | 26% | 15% | 13% | 11% | -4% | 13% | 12%
O=S1(=O)CCC(NC(=S)Nc2ccccc2)C1 (centres undefined) | 18% | . | 1% | 1% | 25% | 4% | -6% | 10% | 4.1µM*

Compound activity from PubChem BioAssay.
